Source: PubChem
NadD block – inhibitors of Staphylococcus aureus NadD. purified NadD enzyme, colorimetric absorbance read-out. AID 602399. actives 0.78% (n = 360,000). inhibition, % at 20 µM; in the data active = inhibition above about 26%; note: some compounds past the cut are filed as inactive
MLLE-PAM2 inh – blocks PAM2 peptide binding to the PABP1 MLLE domain | actives 0.36% (n = 360,000) | GST-MLLE / FITC-PAM2 fluorescence polarization | P11940 | inhibition, % at 20 µM; in the data active = inhibition above about 35%, passing the limit was not always enough;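 note: plate controls were DMSO wells with GST-MLLE for no effect and wells lacking GST-MLLE protein for full effect; some results filed as inactive read as strong as hits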
Rpn11 inh – blocks the human proteasome subunit Rpn11; human 26S proteasome, Ub4-pepOG fluorescence polarization; 20S core pre-blocked with epoxomicin; calls only at 20 µM; actives 0.59% (n = 360,000); O00487;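 active = inhibition at 20 µM, scaled to each plate's controls, above about 33%, limit read from the data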
Target sequence (O00487 whole entry, looked up): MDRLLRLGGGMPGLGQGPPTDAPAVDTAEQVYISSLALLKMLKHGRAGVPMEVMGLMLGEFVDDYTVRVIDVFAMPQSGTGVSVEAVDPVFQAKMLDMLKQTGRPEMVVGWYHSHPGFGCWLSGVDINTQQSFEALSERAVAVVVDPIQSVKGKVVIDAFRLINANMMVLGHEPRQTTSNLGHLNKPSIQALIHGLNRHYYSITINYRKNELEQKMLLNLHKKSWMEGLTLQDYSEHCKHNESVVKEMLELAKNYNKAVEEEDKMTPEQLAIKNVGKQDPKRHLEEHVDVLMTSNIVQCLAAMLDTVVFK
LMPTP block – LMPTP (human) inhibition | recombinant LMPTP-A, OMFP fluorogenic substrate, fluorescence intensity | AID 651560 | inhibition, % at 20 µM | actives 0.22% (n = 360,000) | P24666;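 active = compounds that cut the enzyme signal by at least half of the control window in the single-dose screen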;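 note: plate controls were DMSO wells with enzyme plus substrate for no effect and substrate without enzyme for full effect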
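material = LMPTP-A | quantity = 0.625 nM enzyme | reagent = OMFP substrate, 400 µM final | buffer or medium = Bis-Tris pH 6.0, DTT, detergent | detection = endpoint fluorescence intensity from OMFP dephosphorylation | dosing = single 20 µM dose | read-out basis = % inhibition relative to no-enzyme and uninhibited control wells | control set = no-enzyme and uninhibited controls | timing = 50 min at room temperature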
CSN deneddyl inh – inhibitors of human CSN-mediated cullin deneddylation; actives 0.38% (n = 360,000); inhibition, % at 12.5 µM; Purified CSN, SCF-Nedd8-OG deneddylation, fluorescence polarization;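 active = pattern-corrected inhibition above about 35%, with an unprinted fluorescence ratio check between 0.5 and 1.5, limit read from the data, passing the limit was not always enough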;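 note: 0% = enzyme with substrate and 100% = substrate without enzyme; some results filed as inactive read as strong as hits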
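Test system: purified human Csn5 enzyme expressed in HEK293T cells. Amount: 0.24 nM enzyme. Reagent: SCFSkp2-Nedd8OG substrate at 10 nM final. Schedule: 90 min incubation of compound, enzyme and substrate at room temperature. Detection: fluorescence polarization. Read-out: % inhibition of substrate cleavage by Csn5.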
STEP inh – blocks human striatal-enriched tyrosine phosphatase | P54829 | recombinant STEP, OMFP fluorogenic substrate, fluorescence | inhibition, % at 20 µM | actives 0.25% (n = 360,000);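 active = inhibition at 20 µM, scaled per plate between control wells, above about 37%, limit read from the data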;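 note: 0% = DMSO with enzyme and substrate and 100% = substrate only without enzyme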
Target sequence (P54829 whole entry, looked up): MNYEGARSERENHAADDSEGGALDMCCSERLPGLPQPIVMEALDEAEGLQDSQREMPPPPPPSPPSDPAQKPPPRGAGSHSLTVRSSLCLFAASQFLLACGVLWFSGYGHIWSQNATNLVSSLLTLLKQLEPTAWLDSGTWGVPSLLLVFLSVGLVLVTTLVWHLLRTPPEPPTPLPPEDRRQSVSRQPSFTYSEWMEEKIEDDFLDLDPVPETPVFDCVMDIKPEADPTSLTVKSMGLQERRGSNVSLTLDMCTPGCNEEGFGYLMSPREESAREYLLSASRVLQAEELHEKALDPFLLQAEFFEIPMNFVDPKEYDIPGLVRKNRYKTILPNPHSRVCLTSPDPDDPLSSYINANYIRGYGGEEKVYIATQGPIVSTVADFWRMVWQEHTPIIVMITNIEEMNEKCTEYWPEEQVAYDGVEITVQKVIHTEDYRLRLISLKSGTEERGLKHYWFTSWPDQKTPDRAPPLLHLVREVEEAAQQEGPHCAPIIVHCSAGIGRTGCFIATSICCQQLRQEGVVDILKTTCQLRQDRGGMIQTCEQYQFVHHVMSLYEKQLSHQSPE
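Material: STEP (striatal-enriched tyrosine phosphatase) enzyme, cell-free; Compound dosing: 20 µM single dose in 1% DMSO; Technique: fluorescence read at 480 nm ex / 540 nm em; Times: reaction 20 min, ambient temperature; Medium: 50 mM Bis-Tris pH 6.0 with 2.5 mM DTT and 0.005% Tween 20; Also added: OMFP at 25 µM.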
Scp-1 inhibitor – blocks human Scp-1 phosphatase activity; Q9GZU7; Recombinant Scp1, phosphopeptide, malachite green phosphate absorbance; inhibition, % at 20 µM; actives 0.88% (n = 340,000); AID 493091;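 active = inhibition above about 50% at 20 µM, limit read from the data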;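 note: plate controls were DMSO wells with enzyme for no effect and wells lacking enzyme for full effect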
Target sequence (Q9GZU7 76-261 limits assumed): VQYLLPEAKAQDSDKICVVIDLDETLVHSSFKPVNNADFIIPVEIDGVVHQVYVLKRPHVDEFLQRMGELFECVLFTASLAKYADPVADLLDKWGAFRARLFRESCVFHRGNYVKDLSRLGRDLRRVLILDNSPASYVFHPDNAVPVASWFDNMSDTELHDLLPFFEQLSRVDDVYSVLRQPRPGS
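Incubation: 45 min enzyme reaction at room temperature / System: truncated SCP-1 phosphatase (76-261aa) / Reagent: Phospho 17-mer peptide substrate / Buffer or medium: Acidic Tris acetate buffer with magnesium and detergent / Signal: absorbance at 630 nm / Doses: one concentration, 20 µM, with 1.0% DMSO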
DNMT1 block – blocks human DNA methyltransferase DNMT1; P26358; actives 0.83% (n = 360,000); AID 588458; inhibition (reported as % activation of signal), % at 10 µM; DNMT1 molecular beacon, Hinp1I cleavage, fluorescence; in the data active = inhibition above about 50%
TbMetRS inhib – Trypanosoma brucei MetRS inhibition | actives 0.4% (n = 360,000) | AID 624268 | purified T. brucei MetRS, ATP depletion, Kinase-Glo luminescence | inhibition, % at 11.9 µM;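 active = inhibition above a per-plate cutoff of the control wells' mean inhibition plus 3 SD, cut at about 5.5% in these data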;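 note: 0% = DMSO wells median and 100% = median of wells with control inhibitor compound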
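Test system – parasite MetRS enzyme · Reagent – substrates ATP, L-methionine and bulk Escherichia coli tRNA · Doses – 11.9 µM compound single dose, 0.9% DMSO · Times – 15 min enzyme-compound preincubation, 2 h reaction, 10 min detection, 25 °C · Signal – Kinase-Glo luminescence, ATP depletion format · Controls – DMSO-only wells as low control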
SUMO1 PPI mod – SUMO1-SIM interaction modulation. SUMO1 binding to a labelled peptide, TR-FRET, 1 h. inhibition, % at 20 µM. actives 0.33% (n = 360,000). AID 602429; in the data active = inhibition above about 37%
* hit, by the source's call; i = inactive; x = not tested or not shown. Hits appear at their usual frequency. About 3.6% of those tested had a hit in this group.

SMILES | NadD block | MLLE-PAM2 inh | Rpn11 inh | LMPTP block | CSN deneddyl inh | STEP inh | Scp-1 inhibitor | DNMT1 block | TbMetRS inhib | SUMO1 PPI mod
Cc1cc(NC(=O)C(C)SCC(=O)OCc2ccc([N+](=O)[O-])cc2)no1 (stereo not drawn) | -5 | 8 | i | -0.8 | 8 | 4 | -13 | 1 | 0.1 | -18
Cc1ccc(S(=O)(=O)N(C)C)cc1NC(=O)COc1cccc(-n2cnnn2)c1 | -5 | 6 | i | -0.6 | 4 | -4 | -2 | 2 | -0.4 | 6
CCOc1c2ccc(C(=O)NC3CCCc4ccccc43)cc2nn1CC (stereo not drawn) | 2 | -13 | i | 0.5 | -2 | -2 | -2 | 2 | -0.4 | -5
CCOc1cc(C(=O)NC(C)c2ccncc2)cc(OCC)c1OCC (stereo not drawn) | 10 | -4 | i | -0.7 | 2 | -1 | -4 | 1 | -0.4 | 2
COC(=O)c1sccc1NC(=O)c1ccc(OC)cc1 | -7 | -14 | i | -0.1 | 3 | 0 | -11 | -2 | -0.9 | 1
CCOc1cc(C(=O)OCc2cccc(OC)c2OC)ccc1OCC(=O)N1CCOCC1 | -6 | 6 | i | -0.8 | 1 | 2 | 3 | 2 | -0.4 | -3
O=[N+]([O-])c1ccc(N2CCc3ccccc3C2)cc1 | -1 | 0 | i | 2.7 | 3 | 1 | -15 | -2 | -1.2 | -21
CCN1CCN(Cc2ccc(NC(=O)c3ccc(C)c(NC(=O)c4ccc5n[nH]nc5c4)c3)cc2C(F)(F)F)CC1 | 3 | -7 | i | -0.5 | 1 | -2 | 11 | -4 | -0.4 | -1
CC(=O)Nc1ccc(N2C(=O)c3cccc4c(O)ccc(c34)C2=O)cc1 | 5 | i | i | -0.7 | -73 | -32 | 12 | 51* | -0.4 | -105
CCOc1ccc(S(=O)(=O)n2cc(F)c(=O)[nH]c2=O)cc1 | -2 | 8 | i | -0.8 | -1 | 2 | -6 | 1 | 0.1 | 0
COc1ccccc1CNC(=O)CN1C(=O)c2ccc([N+](=O)[O-])cc2C1=O | 3 | -7 | i | -0.4 | 0 | 0 | -3 | -1 | 0.2 | -29
COc1ccccc1N1CCN(CC(=O)Nc2ccc(-n3cnnn3)cc2)CC1 | -2 | -9 | i | -1.5 | -4 | -4 | -2 | -3 | 0.7 | 1
Cc1ccc(SCC(=O)Nc2nnc(-c3ccco3)o2)cc1 | 7 | 14 | i | -0.9 | 4 | 1 | -3 | 5 | -0.4 | 4
CCCNC(=O)c1onc(CSc2ccc(Cl)cc2)c1C(=O)NCC1CC1 | -4 | 10 | i | 0.5 | 1 | 1 | 1 | -5 | -0.1 | 1
C=CCN(CC=C)S(=O)(=O)c1ccc(NC(=S)NC(=O)C2CC2)cc1 | -9 | 27 | i | 1.0 | 0 | 3 | 2 | 2 | -0.8 | 9
Cc1n[nH]c(=S)c2nn(-c3ccccc3F)c(C)c12 | 3 | -8 | i | -5.1 | -19 | -1 | 0 | 0 | -0.4 | -5
CSc1nnc2c(n1)OC(c1ccccn1)N(C(C)=O)c1ccccc1-2 (stereo not drawn) | 1 | -1 | i | 0.4 | -1 | 0 | -1 | -4 | -0.4 | -17
CCCc1ccc(C(=O)CCC(=O)NNC(=O)c2ccncc2)cc1 | 3 | 17 | i | -0.7 | 9 | 0 | -2 | 1 | -0.1 | 8
CN(C)c1ccc(/C=N\NC(=O)CC#N)cc1 | 3 | -9 | i | 0.7 | -2 | 0 | -6 | -1 | 0.1 | -11
C(=N\c1ncnc2sccc12)/NOCc1ccccc1 | 1 | 0 | i | -0.3 | -5 | -3 | -5 | -2 | -0.2 | 3
O=C(CN1C(=O)COc2ccccc21)NCCCN1CCN(c2ccccc2F)CC1 | -4 | -4 | i | -0.8 | -1 | 0 | 6 | 2 | -1.2 | -1
CC(C)N(Cc1ccccc1)C(=O)COC(=O)c1cnccn1 | -2 | -26 | i | -0.9 | -5 | -5 | -10 | 1 | 0.2 | -5
COc1ccc(S(=O)(=O)NCCSCc2ccco2)cc1Cl | 9 | 20 | i | 1.3 | 5 | 0 | -9 | -4 | 0.7 | 5
O=C(NCc1ccco1)c1cccc2c1C(=O)c1ccc(N3CCCC3)cc1S2(=O)=O | -1 | -53 | x | 3.8 | 16 | 1 | -3 | 3 | -0.4 | -53
Cc1cccc(OCc2nnc(SCC(=O)N3c4ccccc4CCc4ccccc43)o2)c1 | 0 | 5 | i | 7.4 | 1 | 9 | -14 | -4 | -0.7 | 5
CC(C(N)=O)N1c2cccc3cccc(c23)S1(=O)=O (stereo not drawn) | 1 | 11 | i | 1.2 | -3 | -4 | -1 | -4 | -0.1 | -6
CC(=O)Nc1cnc(-c2ccccc2O)cn1 | 3 | 7 | i | -2.2 | 1 | 2 | x | 1 | -0.1 | 0
CCCN1CCc2c(sc(NC(=S)NC(=O)c3ccccc3)c2C#N)C1 | 8 | i | x | 59* | -98 | -58 | -8 | 1 | -0.7 | -23
CCn1c(COC(=O)CNC(=O)c2ccccc2F)nc2cc(S(=O)(=O)N(C)C)ccc21 | 0 | -3 | i | -0.5 | -7 | -3 | 4 | 1 | -0.3 | 1
COc1ccccc1NS(=O)(=O)c1cccc(C(=O)NCC(c2ccco2)N2CCCCC2)c1 (stereo not drawn) | -5 | 3 | i | -8.4 | 4 | 2 | 7 | -1 | -0.5 | -53
CCOc1ccccc1C(=O)Nc1cccc(-c2ccc(N3CCOCC3)nn2)c1 | 6 | -12 | i | 0.9 | 4 | 3 | 3 | -2 | -0.5 | 3
CCCNC(=O)c1ccc(N2CCC3(CC2)CC(c2cccc(Br)c2)=NO3)c(NC(=O)c2cccc(OC)c2)c1 | 12 | -10 | i | 5.2 | -1 | 2 | -5 | 9 | -0.2 | 2
CC1CCCCC1NC(=S)NC(=O)c1ccccc1Cl (stereo not drawn) | -4 | 17 | i | 2.2 | 0 | 2 | 0 | -1 | -0.5 | 6
CC1CCN(c2ccccc2NC(=O)c2ccc(N3CCOCC3)c([N+](=O)[O-])c2)CC1 | 6 | 6 | i | 1.7 | 2 | 3 | 0 | 9 | -0.3 | 0
O=C(COc1ccccc1)N1CCN(C(=O)c2cccs2)CC1 | -8 | -8 | i | -1.1 | -3 | 0 | -5 | 1 | 0.6 | 1
CCN(CC)c1ccc(/C=N/N2CCN(Cc3ccccc3)CC2)cc1 | 4 | 12 | i | 0.6 | 13 | 3 | 2 | 0 | -0.5 | -2
COc1ccc(-c2nc(CN3CCC(C(=O)N4CCOCC4)CC3)c(C)o2)c(OC)c1 | -8 | -21 | i | -0.5 | 1 | -3 | -5 | -1 | -0.3 | -2
CC1=NOC(=O)/C1=C\c1ccc(-c2cccc(Cl)c2)o1 | 12 | -6 | i | 4.3 | 9 | 8 | -4 | 57* | -0.7 | 40*
CCN1CCN(CC(=O)Nc2cccc(C)c2)C(=O)C1=O | -2 | 9 | i | -1.5 | 3 | -2 | -9 | 3 | 0.3 | 2
Nn1c(=O)c2ccccc2n2c(SCc3ccc(C(F)(F)F)cc3)nnc12 | 2 | -47 | i | 0.9 | 2 | 5 | -5 | 2 | 0.0 | 3
COc1ccc(OC)c(S(=O)(=O)Nc2ccc(C)c(C)c2)c1 | -6 | -6 | i | -0.7 | 0 | -3 | 6 | -3 | -0.8 | 2
CC(=O)Nc1ccc(N2C(=O)c3ccc(S(=O)(=O)c4ccc(C(=O)O)cc4)cc3C2=O)cc1 | 4 | -2 | i | 0.1 | 4 | 0 | -7 | 0 | -0.3 | -39
Cc1ccc(C(=O)Nc2c(-c3ccccc3)[nH][nH]c2=O)cc1 | x | x | x | 0.0 | -1 | x | x | x | 0.1 | -1
Cc1ccc(Nc2nnc(SCc3nc4ccccc4c(=O)[nH]3)s2)cc1 | 11 | -73 | i | 0.1 | 4 | -1 | 0 | 66* | -0.2 | 0
CN(c1ccccc1)S(=O)(=O)CS(=O)(=O)N(C)c1ccccc1 | -3 | 2 | i | -0.5 | 5 | -2 | -5 | 1 | -0.4 | 2
Cc1c(NC(=O)COC(=O)c2ccc(Br)o2)c(=O)n(-c2ccccc2)n1C | -7 | 1 | i | -2.2 | -12 | -5 | 5 | -4 | -0.3 | 3
CCOc1ccc(NC(=O)COC(=O)C2C3CC4OC(=O)C2C4C3)cc1 (stereo not drawn) | -7 | 11 | i | -0.8 | 7 | 0 | -4 | 1 | -0.1 | 0
CCOC(=O)c1sc(NC(=O)c2ccc(S(=O)(=O)N(CC)CC)cc2)nc1C | 4 | -9 | i | -2.4 | 0 | -1 | -6 | 4 | -1.6 | -41
COC(=O)C1CCN(S(=O)(=O)c2ccc(NC(C)=O)cc2)CC1 | -5 | -9 | i | -1.6 | -1 | 0 | -15 | 1 | -0.2 | -5
CNC[C@H]1Oc2ccc(NC(=O)Nc3ccc4c(c3)OCO4)cc2C(=O)N([C@H](C)CO)C[C@@H]1C | -1 | -24 | i | -0.9 | 0 | 1 | 1 | -2 | -0.2 | -6
O=c1[nH]c(CN2CCc3ccccc3C2)nc2ccccc12 | -1 | 41* | i | -0.2 | 0 | 2 | -3 | -11 | 0.2 | 0
CCOC(=O)c1c(C)n(C)c2cc(Br)c(C(=O)OC)cc12 | -3 | -4 | i | 2.3 | -3 | -1 | -14 | -3 | -1.1 | 0
O=C(NNC1=C(C(=O)C(F)(F)F)CCC1)c1cccc(O)c1 | 2 | -20 | i | -0.1 | 1 | 12 | -5 | 6 | 0.4 | -1

Whole records from above:
Shown for Nn1c(=O)c2ccccc2n2c(SCc3ccc(C(F)(F)F)cc3)nnc12 : NadD block: 2; MLLE-PAM2 inh: -47; Rpn11 inh: i; LMPTP block: 0.9; CSN deneddyl inh: 2; STEP inh: 5; Scp-1 inhibitor: -5; DNMT1 block: 2; TbMetRS inhib: 0.0; SUMO1 PPI mod: 3
Shown for CSc1nnc2c(n1)OC(c1ccccn1)N(C(C)=O)c1ccccc1-2 (stereo not drawn) : NadD block: 1; MLLE-PAM2 inh: -1; Rpn11 inh: i; LMPTP block: 0.4; CSN deneddyl inh: -1; STEP inh: 0; Scp-1 inhibitor: -1; DNMT1 block: -4; TbMetRS inhib: -0.4; SUMO1 PPI mod: -17
